# Sm TGR inh – inhibitors of Schistosoma mansoni thioredoxin glutathione reductase. Potency, µM (titrated, usually from 114 µM), inactives show at the top dose activity change, negative = inhibition, actives largely listed as inhibitors. actives 3% (n = 360,000). AID 485364. purified TGR, DTNB reduction, TNB absorbance 405 nm; also: potency is read from the fitted curve at half-maximal effect; nearly all actives have a fitted effect of over 60% in size
#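 TGR 20 nM + NADPH 100 uM (dispensed conc.), cpd preinc 15 min RT; start with NADPH (500 uM addition) then DTNB (15 mM addition). Kinetic TNB absorbance, 405 nm filter. Four-parameter Hill fit across titration.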
# FBPA Giardia inh – Giardia lamblia aldolase inhibition. actives 0.71% (n = 290,000). purified Giardia FBPA. Potency, µM (series often up to 59.6 µM), for the others: top-dose activity, negative = inhibition, usual class: inhibitors; also: potency is read from the fitted curve at half-maximal effect; nearly all actives have a fitted effect of over 55% in size
# Target sequence (A8B2U2 whole entry, looked up): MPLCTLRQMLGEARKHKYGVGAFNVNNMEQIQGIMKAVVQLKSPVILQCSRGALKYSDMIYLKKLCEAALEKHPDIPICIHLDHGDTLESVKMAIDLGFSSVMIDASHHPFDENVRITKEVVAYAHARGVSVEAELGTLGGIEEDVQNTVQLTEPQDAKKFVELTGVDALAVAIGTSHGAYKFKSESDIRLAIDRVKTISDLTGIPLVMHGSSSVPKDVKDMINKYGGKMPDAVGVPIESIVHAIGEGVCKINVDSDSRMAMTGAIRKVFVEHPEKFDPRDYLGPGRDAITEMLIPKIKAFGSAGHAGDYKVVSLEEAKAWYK
#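 40 nM FBPA preincubated 10 min at RT with compound (up to 57.5 uM final), then substrate plus GAPDH/TPI/NAD/arsenate coupling and diaphorase/resazurin added. Fluorescence read after 20 min at RT, 525/598 nm.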
# HCV inhibitor – inhibitors of hepatitis C virus infection; AID 651820; actives 3.4% (n = 340,000); Huh7.5.1 HCVcc-Cre infection, luciferase reporter, 44 h; Potency, µM (doses to about 41.8 µM), for inactives: at the top dose activity change, negative = inhibition, hits mostly inhibitors; also: potency is read from the fitted curve at half-maximal effect
#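 Infectious HCV cell culture screen: compound-treated cells (1,000/well, pre-plated 4 h) are infected with HCVcc-Cre at roughly 0.5 moi and grown 44 h. Infection is quantified by luciferase signal after 15 min substrate incubation at room temperature.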
# AmpC inh no detg – inhibitors of E. coli AmpC beta-lactamase without detergent; Potency, µM (series often up to 57.1 µM), without a hit: at the top dose activity change, negative = inhibition, usual class: inhibitors; AmpC nitrocefin hydrolysis, absorbance 480 nm, 0.0001% Triton; actives 0.52% (n = 330,000);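 also: potency is read from the fitted curve at half-maximal effect; plate controls were no compound for no effect and no enzyme for full effect; nearly all actives have a fitted effect of over 20% in size; some results filed as inactive show a strong effect at the top dose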
# Target sequence (P00811 whole entry, looked up): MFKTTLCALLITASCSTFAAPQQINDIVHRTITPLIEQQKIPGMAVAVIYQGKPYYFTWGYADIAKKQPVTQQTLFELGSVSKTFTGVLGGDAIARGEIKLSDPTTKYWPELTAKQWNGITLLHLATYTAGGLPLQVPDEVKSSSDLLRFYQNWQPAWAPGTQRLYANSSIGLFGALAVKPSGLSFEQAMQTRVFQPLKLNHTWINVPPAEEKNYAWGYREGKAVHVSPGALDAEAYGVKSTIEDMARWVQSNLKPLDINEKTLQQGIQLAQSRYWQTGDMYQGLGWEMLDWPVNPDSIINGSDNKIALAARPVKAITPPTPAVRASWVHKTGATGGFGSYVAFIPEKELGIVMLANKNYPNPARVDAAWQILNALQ
#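 AmpC (5.3 nM in the dispensed reagent) in 20 mM phosphate pH 7.0 with 0.01% (detergent screen) or 0.0001% Triton X-100 was preincubated with compounds for 15 min at room temperature. Nitrocefin was then added from an 800 uM solution, and hydrolysis was followed at 480 nm.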
# HCMV antiviral – blocks human cytomegalovirus replication; HFF cells, HCMV-luciferase reporter, 72 h; active compounds read low; activity change, negative = inhibition, % at 57.5 µM; actives 4.5% (n = 410,000); in the data active = activity change below about -60%; inconclusive = no clear call, values can overlap the other calls; inactive = above about -39%
#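 Two compound doses tested in HFFs infected with HCMV-luciferase, MOI 1 PFU/cell, 72 h at 37C. Lysate luminescence read with OneGlo; data normalized against buffer-only and 10uM Salinomycin inhibitor controls.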
# AmpC detergent – AmpC beta-lactamase inhibition with detergent present; P00811; AmpC hydrolysis of nitrocefin, absorbance 480 nm, 0.01% Triton; Potency, µM (titrated, usually from 114 µM), for inactives: top-dose activity change, negative = inhibition, actives largely listed as inhibitors; actives 0.041% (n = 370,000); AID 485294;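 also: potency is read from the fitted curve at half-maximal effect; 0% = no-compound wells and -100% = no-enzyme wells; nearly all actives have a fitted effect of over 25% in size; some results filed as inactive show a strong effect at the top dose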
#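 AmpC (5.3 nM in the dispensed reagent) in 20 mM phosphate pH 7.0 with 0.01% (detergent screen) or 0.0001% Triton X-100 was preincubated with compounds for 15 min at room temperature. Nitrocefin was then added from an 800 uM solution, and hydrolysis was followed at 480 nm.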
# Numbers without * were called inactive; u = inconclusive; x = not tested or not shown; & = joins results of further samples; [ ] = another dose, or the depositor's remark. Unless noted, calls follow the shape of the dose curve; as a rule, active = well fitted curve in the direction sought with a large enough effect; inconclusive = small, poorly fitted or top-dose-only effect, or another doubt; inactive = no such curve, though single readings can be large; an effect the other way counts as inactive or inconclusive. Unless noted, % is scaled to controls: 0 for no effect and ±100 for the full control effect.
SMILES,Sm TGR inh,FBPA Giardia inh,HCV inhibitor,AmpC inh no detg,HCMV antiviral,AmpC detergent
O=C(Cn1nc(C(F)F)cc1C(F)F)NNC(=S)Nc1ccc(Cl)cc1,1%,14%,-2%,-36%,-11,-3%
Cc1ccc(NC(=O)c2cccc(S(=O)(=O)N3CCN(c4ccc(F)cc4)CC3)c2)nc1,-19%,x,u,-38%,-77*,-1%
CN(C(=O)CC(NC(=O)c1ccccc1)(c1ccccc1)c1ccccc1)c1ccccc1,3%,8%,-23%,-18%,-66*,-13%
CC(C)(C)c1cc(CN(CCO)CCO)c(O)c(C(C)(C)C)c1,-35%,-10%,11%,120%[activator],139,2%
COC(=O)C1=C(C(=O)OC)SC(=C2C(=S)C(C)(C)N(C(=O)CC(C)C)c3ccccc32)S1,-6%,0%,25%,1%,-9,3%
CCSc1nc(N2CCOCC2)c2ccccc2n1,4%,5%,u,-4%,-15,0%
CCOc1ccccc1N(C(=O)c1ccco1)C(C(=O)NC1CCCC1)c1cccnc1 (configuration not stated),43%[activator],5%,u,16%,-22,-8%
Cc1noc(C)c1S(=O)(=O)Nc1ccc2c(c1)C(=O)N([C@H](C)CO)C[C@H](C)[C@@H](CN(C)C(=O)Nc1ccccc1)O2,x,x,10%,-10%,-10,x
CS(=O)(=O)N(CC(N)=O)Cc1ccc(Cl)cc1,0%,-1%,-5%,-20%,9,2%
COc1ccc(C2N=C(N)N=C(N)N2c2ccc(C)cc2)cc1 (configuration not stated),8%,1%,-5%,-23%,u,0%
Cc1ccc(C(=O)OCC(=O)Nc2cc(F)ccc2F)cc1NC(=O)c1ccco1,-4%,0%,-11%,-14%,63,4%
CCOC(=O)c1c(C)n(CC)c2c1cc(O)c1ccccc12,1%,-3%,-1%,-33%,-21,-2%
COc1ccc(Br)cc1CNC(=O)c1nn(-c2ccc(C)cc2)c(=O)c2c1c1ccccc1n2C,2%,x,x,x,23,4%
COC(CC(=O)NNC(=S)Nc1ccc(Cl)cc1)OC,6%,1%,14%,-37%,4,11%
COc1ccc(CNC(=O)CN(Cc2ccc(C)cc2)C(=O)c2csnn2)cc1,0%,x,-27%,-1%,-33,-2%
COc1cccc(C2=NS(=O)(=O)N(C)C(C(=O)Nc3ccccc3SC)=C2)c1,-8%,x,x,x,1,3%
COc1ccccc1CCn1c(N)cc(=O)[nH]c1=O,8%,28%,-5%,-20%,u,0%
CCOc1ccc(NS(=O)(=O)c2ccc(-c3coc(C)n3)cc2)cc1,-7%,u,-8%,-18%,0,u
CCN(CC)S(=O)(=O)c1ccc(N/N=C/c2ccc(O)cc2)nc1,-2%,-1%,8%,-42%,u,-2%
NC(=O)C1CCN(c2nc(-c3cccs3)cs2)CC1,-24%,x,x,4%&178%,x,-11%
CCOc1ccccc1N1C(=O)c2cccnc2C1=O,-24%,-9%,12%,-8%,6,u
O=C(CCS(=O)(=O)c1ccccc1)Nc1ccccn1,1%,10%,22%,-13%,-24,2%
C=CCSc1nc(C)c2cc(C)cc(C)c2n1,-3%,-9%,-6%,-2%,34,-15%
CCOC(=O)c1sc(N2C(=O)c3oc4cc(C)c(C)cc4c(=O)c3C2c2ccc(C)cc2)nc1C (configuration not stated),20%,x,x,x,-111*,6%
Cc1cccc(N2CC(C(=O)Nc3nnc(SCCN4CCOCC4)s3)CC2=O)c1 (configuration not stated),6%,x,-20%,-15%,1,-4%
COc1ccc(CNC(=O)CCCC2=NS(=O)(=O)c3ccccc3N2)cc1,3%,x,11%,4%,-34,-6%
O=C(N[C@@H](Cc1ccccc1)C(=O)N1CCN(S(=O)(=O)c2ccccc2F)CC1)c1ccco1,x,x,u,0%,-6,x
c1ccc(-n2ncc(-c3nn[nH]n3)n2)cc1,0%,-9%,37%[activator],-8%,37,u
Cn1c(=O)n(C)c(=O)n(CC(=O)N2CCCCC2)c1=O,2%,2%,6%,-15%,32,-14%
O=C(COc1ccc2ccccc2c1)Nc1nccs1,21%,-8%,-16%,-15%,11,7%
Cc1ccc(C(=O)N/C(=C/c2cccs2)C(=O)NCc2ccco2)cc1,-4%,2%,19%,-17%,-7,u
Cc1c(C(=O)N/N=C/c2cccnc2)sc(=S)n1C,-8%,-9%,-19%,-29%,u,-8%
O=C(Nc1ccc(C(=O)OCc2cc(=O)n3c4c(sc3n2)CCCC4)cc1)c1ccccc1,6%,x,x,x,-23,3%
CCCCn1c(N)c(N(CCC(C)C)C(=O)c2cc(Cl)nc3ccccc23)c(=O)[nH]c1=O,-4%,x,-1%,-1%,-3,1%
CCC1(C)OC(=O)N(CCCn2ccnc2C)C1(C)O (configuration not stated),0%,3%,18%,-6%,38,-16%
Cc1ccc(Cl)cc1N1CCN(C(=O)c2cc(S(=O)(=O)N3CCCCC3)cn2C)CC1,-3%,x,x,x,2,15%
Cc1ccc(-c2cc(C(F)F)nc(NCC3CCCO3)n2)cc1 (configuration not stated),-6%,0%,4µM*,25%,35,-8%
CCOC(=O)C1=C(C)Nc2nnnn2C1c1cccc(OC)c1OC (configuration not stated),0%,1%,25%,7%,-36,2%
O=C(NCc1ccccc1)c1ccc2c(c1)C(=O)N(Cc1cccnc1)C2=O,1%,x,8%[8.37 µM],6%,28,-8%
CCN(C(=O)c1ccc(S(=O)(=O)N2CCCCC2)cc1)C1CCS(=O)(=O)C1 (configuration not stated),5%,x,-1%[8.37 µM],u,-23,u
NS(=O)(=O)c1ccc(NC(=O)CN2CCCN(S(=O)(=O)c3ccc(F)cc3)CC2)cc1,-22%,-7%,u,-15%,-21,-4%
O=C(COc1ccc(Cl)cc1Cl)Nc1ccc(C(=O)Nc2ccccc2C(=O)O)cc1,1%,5%,-8%,-10%,-28,u
COC(=O)c1sccc1NC(=O)Nc1cccc([N+](=O)[O-])c1,1%,1%,5%,-30%,-19,u
COc1ccc(CCN2C(=O)CC(C(N)=O)SC2=Nc2ccc(F)cc2)cc1OC (configuration not stated),10%,-1%,-7%,-9%,72,-2%
COc1ccccc1N1CCN(C(=O)CNC(=O)Cn2cnc3sc(C)c(C)c3c2=O)CC1,1%,12%,-11%,41%,-8,5%
Cc1ccc2cc(CN(CCc3ccccc3)C(=S)NCCCN(C)C)c(=O)[nH]c2c1,0%,1%,-23%,167%[activator],-17,-7%
Fc1ccc(CN2C3=NCCN3c3ccccc32)cc1,7%,-24%,-9%,-19%,u,1%
O=C(Cn1cc(S(=O)(=O)Cc2ccc(F)cc2)c2ccccc21)NCc1ccccc1Cl,7%,x,x,x,0,14%
N#Cc1ccccc1NC(=O)C1CC(=O)N(c2ccc3c4c(cccc24)CC3)C1 (configuration not stated),-6%,-3%,-5%,79%[activator],-18,-12%
COc1ccc2c(c1)CCc1c(C(=O)Nc3c(C)nn(Cc4ccccc4Cl)c3C)noc1-2,-22%,x,x,x,u,9%

# As a short view, some entries already given:
SMILES,Sm TGR inh,FBPA Giardia inh,HCV inhibitor,AmpC inh no detg,HCMV antiviral,AmpC detergent
CCOC(=O)C1=C(C)Nc2nnnn2C1c1cccc(OC)c1OC (configuration not stated),0%,1%,25%,7%,-36,2%
O=C(NCc1ccccc1)c1ccc2c(c1)C(=O)N(Cc1cccnc1)C2=O,1%,x,8%[8.37 µM],6%,28,-8%
CCN(C(=O)c1ccc(S(=O)(=O)N2CCCCC2)cc1)C1CCS(=O)(=O)C1 (configuration not stated),5%,x,-1%[8.37 µM],u,-23,u
NS(=O)(=O)c1ccc(NC(=O)CN2CCCN(S(=O)(=O)c3ccc(F)cc3)CC2)cc1,-22%,-7%,u,-15%,-21,-4%
O=C(COc1ccc(Cl)cc1Cl)Nc1ccc(C(=O)Nc2ccccc2C(=O)O)cc1,1%,5%,-8%,-10%,-28,u
COC(=O)c1sccc1NC(=O)Nc1cccc([N+](=O)[O-])c1,1%,1%,5%,-30%,-19,u
COc1ccc(CCN2C(=O)CC(C(N)=O)SC2=Nc2ccc(F)cc2)cc1OC (configuration not stated),10%,-1%,-7%,-9%,72,-2%
COc1ccccc1N1CCN(C(=O)CNC(=O)Cn2cnc3sc(C)c(C)c3c2=O)CC1,1%,12%,-11%,41%,-8,5%
Cc1ccc2cc(CN(CCc3ccccc3)C(=S)NCCCN(C)C)c(=O)[nH]c2c1,0%,1%,-23%,167%[activator],-17,-7%
Fc1ccc(CN2C3=NCCN3c3ccccc32)cc1,7%,-24%,-9%,-19%,u,1%
O=C(Cn1cc(S(=O)(=O)Cc2ccc(F)cc2)c2ccccc21)NCc1ccccc1Cl,7%,x,x,x,0,14%
N#Cc1ccccc1NC(=O)C1CC(=O)N(c2ccc3c4c(cccc24)CC3)C1 (configuration not stated),-6%,-3%,-5%,79%[activator],-18,-12%
COc1ccc2c(c1)CCc1c(C(=O)Nc3c(C)nn(Cc4ccccc4Cl)c3C)noc1-2,-22%,x,x,x,u,9%

# Continuation:
SMILES,Sm TGR inh,FBPA Giardia inh,HCV inhibitor,AmpC inh no detg,HCMV antiviral,AmpC detergent
CCCc1nc(SCC(=O)N2CCOCC2)c2c(C)c(C)sc2n1,0%,2%,1%,65%,-78*,-14%
CCOC(=O)c1nn(-c2ccc([N+](=O)[O-])cc2)cc1O,16%,-2%,17%,-25%,17,-19%
OCCN1CCN(CC/C=C2/c3ccccc3Sc3ccc(C(F)(F)F)cc32)CC1,u,u,0.89µM*,306%[activator],-30,-7%
CCc1ccc(NC(=O)c2cc(-c3cccs3)on2)cc1,-6%&2%,0%,13%,-45%,-16&-15,-2%&11%
O=C(NCc1ccco1)c1sc2cc(F)ccc2c1Cl,u,-1%,-30%,-50%,u,-14%
O=C(CNS(=O)(=O)c1ccccc1)Nc1ccc2c(c1)OCO2,3%,-1%,15%,-15%,-24,5%
COC(=O)[C@@H](NC(=O)N1CCC(Cc2ccccc2)CC1)C(C)C,2%,8%,-8%,43%,-29,2%
CC(=O)c1cccc(NC(=O)c2ccoc2C)c1,x,-2%,-8%,-28%,-28,2%
COc1ccc(N(C)S(=O)(=O)c2cccc(C(=O)OC(C(=O)Nc3cc(C)cc(C)c3)c3ccccc3)c2)cc1 (configuration not stated),8%,1%,8%,-44%,-1,-1%
Cc1ccc(Cl)c(OCC(=O)Nc2sc(C)c(C)c2C#N)c1,-10%,5%,11%,-7%,0,-8%
CCOc1ccc(CNC(=O)CCc2c(C)nn(-c3ccc(N4CCOCC4)nn3)c2C)cc1,u,x,x,x,14,14%
Cc1ccc(N(CC(=O)NCc2ccccn2)S(=O)(=O)c2ccccc2)cc1Cl,4%,x,x,60%,-7,-6%
O=C(CCc1nnc(-c2ccccc2)o1)NC1CCCCC1,7%,23%,4%,10%,0,2%
Cc1c(Cl)cccc1NC(=O)c1cc2nc(-c3ccc4c(c3)OCO4)cc(C(F)(F)F)n2n1,-2%,x,x,x,-7,-9%
Cc1ccc2cc(CN(Cc3cccs3)Cc3nnnn3CC3CCCO3)c(=O)[nH]c2c1 (configuration not stated),0%,0%,5%,47%,24,-9%

# Screening results: PubChem BioAssay, National Center for Advancing Translational Sciences (NCATS)
